GPR151 ag = activators of human GPR151, primary screen, cell-based, PathHunter beta-arrestin, luminescence. PathHunter beta-arrestin GPR151 cells. activation, % at 11.2 µM. 1% of 650,000 active; in the data active means activation above about 4.9%;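 further: 0% = median of compound wells and 100% = cells with positive control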
Target sequence (Q8TDV0 whole entry, looked up): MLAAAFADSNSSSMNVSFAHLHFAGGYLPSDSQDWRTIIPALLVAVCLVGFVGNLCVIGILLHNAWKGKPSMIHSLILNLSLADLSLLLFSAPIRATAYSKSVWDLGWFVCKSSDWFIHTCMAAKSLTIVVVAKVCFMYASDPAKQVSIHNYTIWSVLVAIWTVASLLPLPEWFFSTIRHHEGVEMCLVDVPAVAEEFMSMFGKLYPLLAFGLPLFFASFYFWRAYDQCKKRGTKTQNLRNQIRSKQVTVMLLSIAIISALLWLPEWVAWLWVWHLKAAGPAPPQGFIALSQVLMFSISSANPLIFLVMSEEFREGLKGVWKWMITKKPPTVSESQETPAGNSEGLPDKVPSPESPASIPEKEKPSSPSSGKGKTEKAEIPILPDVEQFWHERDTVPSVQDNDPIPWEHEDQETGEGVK
FBW7 activator = FBW7 E3 ligase activators, primary screen, biochemical, AlphaScreen, human | AlphaScreen FBW7–phospho-cyclin E peptide binding, activator screen | normalized activity (activation), % at 26.1 µM | 0.13% of 650,000 active | AID 1259310, 2017; in the data active means normalized activity above about 1.9%;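 further: purified mutant Fbw7 with reduced substrate affinity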
TEAD-YAP inh = TEAD-YAP interaction inhibition, primary screen, TEAD-YAP interaction inhibitor project, luminescence, HEK-TIYL cells; AID 1259422, 2018; TEAD-Gal4/YAP UAS-luciferase luminescence; 1.4% of 640,000 active; inhibition, % at 9.12 µM; in the data active means inhibition above about 32%;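 further: 0% = median of test compound wells and 100% = reference inhibitor wells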
MITF inh = MITF inhibitors, primary screen, biochemical, AlphaScreen, human; Microphthalmia-associated transcription factor (Homo sapiens), O75030; AlphaScreen MITF homodimerization, bead proximity signal; inhibition, % at 2.6 µM; 0.91% of 650,000 active; AID 1259374, 2018; in the data active means inhibition above about 50%;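 further: 0% = vehicle wells with protein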
Target sequence (O75030 whole entry, looked up): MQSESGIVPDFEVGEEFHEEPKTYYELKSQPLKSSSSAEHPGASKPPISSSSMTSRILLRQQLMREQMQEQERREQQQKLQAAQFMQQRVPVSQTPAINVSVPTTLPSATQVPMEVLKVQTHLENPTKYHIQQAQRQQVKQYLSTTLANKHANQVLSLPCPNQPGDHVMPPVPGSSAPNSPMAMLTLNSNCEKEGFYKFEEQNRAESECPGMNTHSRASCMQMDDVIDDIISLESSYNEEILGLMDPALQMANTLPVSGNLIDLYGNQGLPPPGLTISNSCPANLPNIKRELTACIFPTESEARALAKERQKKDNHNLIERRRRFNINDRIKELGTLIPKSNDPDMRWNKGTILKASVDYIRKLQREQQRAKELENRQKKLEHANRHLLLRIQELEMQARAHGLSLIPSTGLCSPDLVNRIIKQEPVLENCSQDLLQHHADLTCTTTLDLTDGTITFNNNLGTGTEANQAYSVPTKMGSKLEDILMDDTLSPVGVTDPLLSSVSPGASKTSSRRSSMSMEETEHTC
Numbers without * were called inactive.

SMILES	GPR151 ag	FBW7 activator	TEAD-YAP inh	MITF inh
Fc1ccccc1-c1nc(NC2CCCCCC2)c2ccccc2n1	0.2	0.1	12.6	1.8
CN1CCN(C(=O)CC[C@H]2CN(Cc3cccc(Cl)c3)CC[C@H]2N2CCCC2)CC1	-0.4	0.8	-3.4	11.7
O=C(NCCCn1ccnc1)C1CC12CCN(Cc1ccccc1)CC2 (stereo not given)	2.8	0.2	-11.3	-2.7
O=C(Nc1ccccc1C(F)(F)F)c1cn(-c2ccc(F)cc2F)c(=O)c2ccccc12	0.3	0.0	-1.0	-8.6
O=c1c2c(-c3ccccc3)csc2nc2n1CCC2	0.1	0.1	4.0	5.0
Cc1cccc(NC(=O)CCNS(=O)(=O)c2cc(Br)cnc2N)n1	-0.3	0.2	14.4	5.1
COc1cccc(C2NC(CCSC)(C(=O)O)C3C(=O)N(C(C)C)C(=O)C23)c1O (stereo not given)	-0.7	-0.1	4.9	-1.9
CC1CN(c2nc(Nc3ccccc3)c3cnn(C)c3n2)CC(C)O1 (stereo not given)	-1.4	0.1	-20.1	3.2
CN(C)c1ccc(/C=C2\N=C(c3ccc(Br)o3)OC2=O)cc1	1.1	0.0	4.4	-11.6
Cc1[nH]c2ccccc2c1SCCNC(=O)c1ccc2c(c1)OCO2	1.1	0.3	-7.2	-16.1
COC(=O)C1=C(N)OC2=C(C(=O)CCC2)C1c1ccc(OCc2ccccc2)cc1 (stereo not given)	-2.6	0.0	-9.1	11.7
Cc1ccc2c(c1)N(CC(=O)N1CCC3(CC1)NC(=O)c1ccccc1O3)C(=O)CO2	0.4	-0.1	5.2	16.3
CCCOc1ccc(/C(O)=C2/C(=O)C(=O)N(c3ccccn3)C2c2ccc(C)cc2)cc1C (stereo not given)	0.1	0.3	3.7	15.7
Cc1ccc(F)cc1-n1c(/C=C/c2ccc(OCc3ccc(Cl)c(Cl)c3)cc2)nc2ccccc2c1=O	0.6	0.2	-9.8	11.6
Cc1ccc([N+](=O)[O-])cc1NS(=O)(=O)c1cc(C(=O)O)ccc1Br	2.9	0.4	3.7	3.6
COc1ccc(Cc2nnc3c4cnn(-c5cccc(C)c5)c4ncn23)cc1	0.0	-0.2	2.4	2.5
COc1ccc(Cl)cc1-c1nc(-c2ccc(Br)o2)no1	-0.1	0.8	3.3	14.4
Cc1cccc(/C=N/NC(=O)c2ccccc2I)c1	-0.1	0.0	-7.9	-2.8
COc1ccc(CCNC(=O)Cc2c(C(=O)O)n(C)c3ccccc23)cc1OC	-2.0	0.0	-2.8	-4.9
CCn1c(SCC(=O)Nc2cccc(OC)c2)nnc1C(C)NC(=O)c1ccccc1 (stereo not given)	4.3	0.1	9.6	10.7
Cc1ccc(NC(=O)C2C3C=CC4(O3)C2C(=O)N(CCCN2CCCCC2)C4C(=O)NC2CCCCC2)cc1C (stereo not given)	-1.2	0.1	-12.5	-3.8
COc1ccc(CN2CCCC(N3CCN(c4ccccc4OC)CC3)C2)c(O)c1 (stereo not given)	0.1	0.1	0.1	9.0
O=C(c1cccc(F)c1)N1CCN(C(=O)C2CC2)CC1	1.2	0.0	5.0	1.0
CN(C(=O)c1cccs1)C(Cc1ccccc1)C1CCN(C(=O)C2CCOC2)CC1 (stereo not given)	-1.0	0.0	-13.0	19.1
CCCC1CCC(c2nc(Cc3c(F)cccc3Cl)no2)CC1 (stereo not given)	1.7	0.0	3.4	-9.5
O=C(c1cc2nc3c(c(C(F)(F)F)n2n1)CCc1ccccc1-3)N1CCN(Cc2ccccc2)CC1	-0.8	-0.1	4.0	2.1
O=C1C(Cl)=C(N2CCOCC2)C(=O)N1c1cc(Cl)ccc1Cl	-0.9	0.1	15.8	2.9
O=C(O)CC(SCC(=O)NC12CC3CC(CC(C3)C1)C2)C(=O)O (stereo not given)	0.8	-0.1	-3.4	-7.5
O=C1Nc2cc(C(=O)N3CCC4(CC3)OCCO4)ccc2Nc2ccccc21	0.6	0.1	-0.1	8.3
O=C(c1ccco1)N1CCN(C(=O)c2oc(=O)c3ccccc3c2-c2ccccc2)CC1	-0.1	0.1	-3.3	-14.4
O=C(NNc1ccccc1)NC12CC3CC(CC(C3)C1)C2	0.3	0.2	5.6	33.9
COc1cccc(C2C(C(=O)Nc3ccccc3)=C(C)N=c3s/c(=C\c4ccc(C)o4)c(=O)n32)c1 (stereo not given)	0.5	0.1	1.2	25.7
N#CCCN1CCN(C(=S)c2ccc(-c3ccc([N+](=O)[O-])cc3)o2)CC1	2.0	-0.7	3.0	-6.3
O=C(O)CCCC(=O)Nc1cccc(F)c1	-0.9	0.1	-2.0	4.3
O=C(N1CCOCC1)C1(c2cc(-c3ccco3)on2)CC1	-1.1	-0.2	-1.8	3.9
COc1ccc(N(C(=O)c2ccccc2)S(=O)(=O)c2ccccc2)cc1	-1.4	-0.2	15.8	-10.2
COc1ccc(CC(=O)NCC2CCCN(Cc3ccc4nonc4c3)C2)cc1 (stereo not given)	0.2	0.3	-9.2	-8.1
O=C(NCc1cccs1)c1cnn2cc(Br)cnc12	0.4	0.2	6.0	18.2
CCC(CO)NC(=O)c1ccccc1C(F)(F)F (stereo not given)	-0.3	0.1	10.1	11.3
Cc1nnc(SCC(=O)Nc2nc(-c3ccc(F)cc3)cs2)s1	-1.2	0.8	4.1	15.6
Cc1ccccc1CNc1nc2nc(C)c(Cl)c(=O)n2[nH]1	-0.6	0.6	13.4	1.5
O=C1/C(=C\c2ccc(-c3ccc(F)cc3)o2)SC(=Nc2ccccc2)N1c1ccccc1	-1.1	0.1	-1.6	-2.6
COc1ccc(C=O)cc1OC(=O)C1(C)Cc2ccccc2C(=O)O1 (stereo not given)	1.4	-0.1	-4.9	-6.7
CCN1CCN(CCCNC(=O)Cn2cc3c(n2)CCCC3)CC1	-0.6	0.7	2.6	14.8
CCOc1ccc(N(CC)C(=O)NCc2noc3ccccc23)cc1	-1.9	0.8	1.3	1.1
CC1=C(C)SC(=C(C#N)c2nnc(N3CCOCC3)n2-c2ccccc2)S1	5.4*	-0.2	6.0	-1.5
Cc1ccc(NC(=O)C2CC(=O)n3ncnc3N2)cc1C (stereo not given)	-0.5	0.1	10.0	-15.6
CC1CN(CCNC(=O)/C=C/c2ccccc2F)Cc2ccccc2O1 (stereo not given)	0.4	-0.2	2.7	-8.5
O=C(Nc1ccc2c(c1)C(=O)NCCO2)c1ccc(Cl)cc1	0.3	-0.2	-77.0	-15.8
COc1cc(C(=O)Oc2ccc(C(=S)N3CCCCC3)cc2)cc(OC)c1OC	0.7	-0.1	2.3	-10.7

(next part)
SMILES	GPR151 ag	FBW7 activator	TEAD-YAP inh	MITF inh
CC(Oc1cc(Cl)ccc1Cl)C(=O)NNC(=S)NCc1ccco1 (stereo not given)	-0.1	-0.2	-4.0	5.0
CCC(C)(C)NC(=O)CN(C(=O)c1snc(C(N)=O)c1N)c1cc(C)cc(C)c1	-0.5	0.2	-0.1	13.4
C=CCN1C(=O)/C(=C\c2ccc[nH]2)SC1=S	0.5	-0.3	6.1	-2.1
FC(F)(F)c1cccc(CNc2ncnc3nc(N4CCC(N5CCOCC5)CC4)[nH]c23)c1	2.2	-0.1	9.5	14.3
c1ccc(-c2nc(NCC3CCCO3)c3[nH]cnc3n2)cc1 (stereo not given)	-1.0	0.4	1.6	1.4
Cc1cc(C(=O)N/N=C\c2ccc(C(C)C)cc2)c(C)o1	-3.4	-0.1	-38.6	8.4
CC(=O)NCC(=O)N1CCC(n2nccc2NC(=O)CCc2ccccc2)CC1	2.8	0.1	3.7	1.2
COc1ccc(/C=N/n2cnnc2SCc2ccc(OC)cc2)cc1	3.9	0.1	-0.4	9.7
CCC(C)NC(=O)CS(=O)Cc1nc(-c2cccs2)oc1C (stereo not given)	-0.7	0.5	5.9	22.5
COc1ccc(C(=O)N2CCC(n3nnc4cc(C)ccc43)CC2)cc1OC	-0.8	0.2	7.7	12.8

Continued, overlapping the part above by four compounds.
SMILES	GPR151 ag	FBW7 activator	TEAD-YAP inh	MITF inh
CC(=O)NCC(=O)N1CCC(n2nccc2NC(=O)CCc2ccccc2)CC1	2.8	0.1	3.7	1.2
COc1ccc(/C=N/n2cnnc2SCc2ccc(OC)cc2)cc1	3.9	0.1	-0.4	9.7
CCC(C)NC(=O)CS(=O)Cc1nc(-c2cccs2)oc1C (stereo not given)	-0.7	0.5	5.9	22.5
COc1ccc(C(=O)N2CCC(n3nnc4cc(C)ccc43)CC2)cc1OC	-0.8	0.2	7.7	12.8
CCOC(=O)COc1ccc2oc(-c3ccccc3)c(C(=O)OCC)c2c1	0.5	-0.1	-1.3	-14.6
CCOC(=O)c1c(NC(C)=O)sc(C(C)=O)c1-c1ccccc1	1.6	0.0	-1.7	-7.8
CC(NC(=O)c1ccccc1Cl)c1nnc(SCC(=O)Nc2ccc(F)cc2)n1C (stereo not given)	-0.2	-0.2	5.8	0.9
CCCCNC(=O)c1c(Cl)nc(Cl)c([N+](=O)[O-])c1Cl	-0.7	-0.1	45.0*	-0.5
Cc1cccc(-n2nc3c(c2NC(=O)c2cccc([N+](=O)[O-])c2)CS(=O)(=O)C3)c1C	0.4	0.0	2.5	6.9
CCO/C=C1/C(=O)N(C)C(=O)c2ccccc21	0.3	0.5	7.2	3.6
O=C(CSc1c2c(nc3ccccc13)CCCC2)N1CCCC1	-0.5	-0.3	12.5	13.2
CCCCCOC(=O)C1=C(C)NC2=C(C1c1cccc([N+](=O)[O-])c1)C(C)(C)CC(=O)C2 (stereo not given)	-0.3	0.4	18.9	13.8
Cc1ccccc1CS(=O)(=O)c1ccc(C(=O)N2CCC(C)CC2)cc1[N+](=O)[O-]	-0.5	-0.1	-0.6	5.5
Cc1cccc(C)c1NC1=NC(=S)N(c2ccccc2Cl)C12CCC(C(C)(C)C)CC2 (stereo not given)	-0.3	0.2	-5.4	-2.3
O=CNC1CCCc2c1[nH]c1ccc(Cl)cc21 (stereo not given)	-0.4	-0.2	-13.1	3.8
O=C(NCCCN1CCCC1=O)c1cc(N2CCc3ccccc3C2)nc2ccccc12	1.5	0.2	-0.3	9.6
COCCOC(=O)C1=C(C)NC2=C(C(=O)CCC2)C1c1ccc2c(c1)OCO2 (stereo not given)	-0.9	0.3	0.6	2.6
Cc1ccc(/C(O)=C2\C(=O)C(=O)N(c3nc4ccccc4s3)C2c2ccc3c(c2)OCO3)cc1 (stereo not given)	2.0	-0.1	-8.0	-5.9
COc1ccc(C(=O)N2CCN(CCNC(=O)C(=O)Nc3ccc(F)cc3)CC2)cc1	-0.5	0.0	-0.4	4.3
O=C(Nc1nnc(N2CCCCC2)s1)Nc1ccccc1F	1.6	0.1	-66.8	0.9
CC1CCc2c(sc3ncn(Cc4ccccc4)c(=O)c23)C1 (stereo not given)	-0.3	0.0	-6.6	-1.9
CC1(C(=O)O)CCC2C(Br)=CC21C (stereo not given)	1.3	-0.1	-10.6	0.1
O=C(Nc1ccccc1F)c1ccccc1C(F)(F)F	0.2	0.2	-0.9	0.2
COc1ccc(/C=C/C(=O)Nc2sc3c(c2C(=O)O)CCCC3)cc1	0.6	-0.1	8.4	1.4
NC1=NC(=O)/C(=C/c2ccccc2[N+](=O)[O-])S1	0.7	-0.7	2.2	0.3
Cc1sc2ncnc(N3CCN(c4cccc(C(F)(F)F)c4)CC3)c2c1C	-1.2	0.0	2.4	-7.4
COCCn1c(=NC(=O)CN2C(=O)CCC2=O)sc2cc(F)cc(F)c21	-0.5	-0.1	-4.1	25.2
O=C(Nc1cccc(-c2nc3ncccc3o2)c1)c1ccccc1	-0.4	0.1	-8.7	-7.1
CC1=C(C(=O)OC2CCCC2)C(c2cccc(I)c2)NC(=O)N1 (stereo not given)	2.9	0.0	-19.9	1.2
O=C(Nc1ccc(OC(F)(F)F)cc1)c1cc2nc(-c3cccs3)cc(C(F)(F)F)n2n1	1.2	0.5	7.1	-18.2
Cc1nc(N)c(C(=O)N2CCC[C@H](Cn3cc(C(=O)N4CCOCC4)nn3)C2)nc1C	-0.4	0.5	9.9	-16.0
COc1ccccc1-n1c(SCC(=O)Nc2ccc(C)cc2)nc2c(sc(=S)n2CCc2ccccc2)c1=O	0.7	0.0	3.2	-4.8

Entries from the list above with a furan ring, fused or not, in the order listed:
SMILES	GPR151 ag	FBW7 activator	TEAD-YAP inh	MITF inh
CN(C)c1ccc(/C=C2\N=C(c3ccc(Br)o3)OC2=O)cc1	1.1	0.0	4.4	-11.6
COc1ccc(Cl)cc1-c1nc(-c2ccc(Br)o2)no1	-0.1	0.8	3.3	14.4
O=C(c1ccco1)N1CCN(C(=O)c2oc(=O)c3ccccc3c2-c2ccccc2)CC1	-0.1	0.1	-3.3	-14.4
COc1cccc(C2C(C(=O)Nc3ccccc3)=C(C)N=c3s/c(=C\c4ccc(C)o4)c(=O)n32)c1 (stereo not given)	0.5	0.1	1.2	25.7
N#CCCN1CCN(C(=S)c2ccc(-c3ccc([N+](=O)[O-])cc3)o2)CC1	2.0	-0.7	3.0	-6.3
O=C(N1CCOCC1)C1(c2cc(-c3ccco3)on2)CC1	-1.1	-0.2	-1.8	3.9
O=C1/C(=C\c2ccc(-c3ccc(F)cc3)o2)SC(=Nc2ccccc2)N1c1ccccc1	-1.1	0.1	-1.6	-2.6
CC(Oc1cc(Cl)ccc1Cl)C(=O)NNC(=S)NCc1ccco1 (stereo not given)	-0.1	-0.2	-4.0	5.0
Cc1cc(C(=O)N/N=C\c2ccc(C(C)C)cc2)c(C)o1	-3.4	-0.1	-38.6	8.4
CCOC(=O)COc1ccc2oc(-c3ccccc3)c(C(=O)OCC)c2c1	0.5	-0.1	-1.3	-14.6

Screening results: PubChem, The Scripps Research Institute Molecular Screening Center
